Yp Topo-I inh = Y. pestis Topo-I inhibition via cleavage products; Y. pestis Topo-I cleavage product accumulation, plate reader; activity, % at 10 µM; actives 0.064% (n = 360,000); in the data active = activity above about 50%, passing the limit was not always enough; inconclusive = no clear call, values can overlap the other calls; also: inactives centre near 2
PfHsp40 yeast = restores yeast growth despite PfHsp40 toxicity; S. cerevisiae expressing PfHsp40, growth rescue, ATP luminescence; actives 0.68% (n = 340,000); growth rescue, % at 12.5 µM; AID 504582; in the data active = growth rescue above about 28%, passing the limit was not always enough; inconclusive = no clear call, values can overlap the other calls;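 also: yeast W303a lacking pdr1 and pdr3 grown in galactose medium; growth measured after three days at 30 °C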
BH1578 lux ind = inducers of Vibrio cholerae quorum light production without autoinducers | V. cholerae BH1578 lux reporter, luminescence, 6 h | activation, % at 18.7 µM | actives 0.16% (n = 350,000); in the data active = activation mostly above about 9.7%, no sharp cut-off; inconclusive = no clear call, values can overlap the other calls; inactive = mostly below about 3.7%; also: not every result past the cut was called active; inactives centre near 0; reference of the scale not given here
BoNT A protease = inhibitors of Botulinum neurotoxin A light chain protease; actives 0.17% (n = 360,000); AID 588499; multiplex microsphere protease substrate cleavage, flow cytometry; inhibition, % at 10 µM; also: plate controls were buffer without enzyme for full effect and enzyme alone for no effect
3CLpro inhibitor = SARS-CoV 3CLpro protease inhibition; recombinant SARS-CoV 3CLpro, quenched FRET peptide cleavage; P0C6X7; inhibition, % at 6 µM; actives 0.14% (n = 290,000); in the data active = inhibition above about 12%
PrPC surface inh = reduces human prion protein on the cell surface; P04156; cell surface PrPC, TR-FRET read-out; inhibition, % at 13.8 µM; actives 0.43% (n = 370,000); AID 720596; in the data active = inhibition above about 24%; also: 0% = median of the test wells and 100% = reference compound wells
Anthrax LF inh2 = blocks Bacillus anthracis lethal factor protease. multiplex microsphere protease cleavage assay, LF. inhibition, % at 10 µM. actives 0.12% (n = 360,000); also: plate controls were buffer without enzyme for full effect and enzyme alone for no effect
TcdB GH inh = inhibitors of Clostridioides difficile toxin B glycohydrolase; P18177; TcdB glycohydrolase enzymatic assay, plate reader; inhibition, % at 9.99 µM; actives 0.24% (n = 350,000); AID 652162; in the data active = inhibition above about 10%
Target sequence (P18177 whole entry, looked up): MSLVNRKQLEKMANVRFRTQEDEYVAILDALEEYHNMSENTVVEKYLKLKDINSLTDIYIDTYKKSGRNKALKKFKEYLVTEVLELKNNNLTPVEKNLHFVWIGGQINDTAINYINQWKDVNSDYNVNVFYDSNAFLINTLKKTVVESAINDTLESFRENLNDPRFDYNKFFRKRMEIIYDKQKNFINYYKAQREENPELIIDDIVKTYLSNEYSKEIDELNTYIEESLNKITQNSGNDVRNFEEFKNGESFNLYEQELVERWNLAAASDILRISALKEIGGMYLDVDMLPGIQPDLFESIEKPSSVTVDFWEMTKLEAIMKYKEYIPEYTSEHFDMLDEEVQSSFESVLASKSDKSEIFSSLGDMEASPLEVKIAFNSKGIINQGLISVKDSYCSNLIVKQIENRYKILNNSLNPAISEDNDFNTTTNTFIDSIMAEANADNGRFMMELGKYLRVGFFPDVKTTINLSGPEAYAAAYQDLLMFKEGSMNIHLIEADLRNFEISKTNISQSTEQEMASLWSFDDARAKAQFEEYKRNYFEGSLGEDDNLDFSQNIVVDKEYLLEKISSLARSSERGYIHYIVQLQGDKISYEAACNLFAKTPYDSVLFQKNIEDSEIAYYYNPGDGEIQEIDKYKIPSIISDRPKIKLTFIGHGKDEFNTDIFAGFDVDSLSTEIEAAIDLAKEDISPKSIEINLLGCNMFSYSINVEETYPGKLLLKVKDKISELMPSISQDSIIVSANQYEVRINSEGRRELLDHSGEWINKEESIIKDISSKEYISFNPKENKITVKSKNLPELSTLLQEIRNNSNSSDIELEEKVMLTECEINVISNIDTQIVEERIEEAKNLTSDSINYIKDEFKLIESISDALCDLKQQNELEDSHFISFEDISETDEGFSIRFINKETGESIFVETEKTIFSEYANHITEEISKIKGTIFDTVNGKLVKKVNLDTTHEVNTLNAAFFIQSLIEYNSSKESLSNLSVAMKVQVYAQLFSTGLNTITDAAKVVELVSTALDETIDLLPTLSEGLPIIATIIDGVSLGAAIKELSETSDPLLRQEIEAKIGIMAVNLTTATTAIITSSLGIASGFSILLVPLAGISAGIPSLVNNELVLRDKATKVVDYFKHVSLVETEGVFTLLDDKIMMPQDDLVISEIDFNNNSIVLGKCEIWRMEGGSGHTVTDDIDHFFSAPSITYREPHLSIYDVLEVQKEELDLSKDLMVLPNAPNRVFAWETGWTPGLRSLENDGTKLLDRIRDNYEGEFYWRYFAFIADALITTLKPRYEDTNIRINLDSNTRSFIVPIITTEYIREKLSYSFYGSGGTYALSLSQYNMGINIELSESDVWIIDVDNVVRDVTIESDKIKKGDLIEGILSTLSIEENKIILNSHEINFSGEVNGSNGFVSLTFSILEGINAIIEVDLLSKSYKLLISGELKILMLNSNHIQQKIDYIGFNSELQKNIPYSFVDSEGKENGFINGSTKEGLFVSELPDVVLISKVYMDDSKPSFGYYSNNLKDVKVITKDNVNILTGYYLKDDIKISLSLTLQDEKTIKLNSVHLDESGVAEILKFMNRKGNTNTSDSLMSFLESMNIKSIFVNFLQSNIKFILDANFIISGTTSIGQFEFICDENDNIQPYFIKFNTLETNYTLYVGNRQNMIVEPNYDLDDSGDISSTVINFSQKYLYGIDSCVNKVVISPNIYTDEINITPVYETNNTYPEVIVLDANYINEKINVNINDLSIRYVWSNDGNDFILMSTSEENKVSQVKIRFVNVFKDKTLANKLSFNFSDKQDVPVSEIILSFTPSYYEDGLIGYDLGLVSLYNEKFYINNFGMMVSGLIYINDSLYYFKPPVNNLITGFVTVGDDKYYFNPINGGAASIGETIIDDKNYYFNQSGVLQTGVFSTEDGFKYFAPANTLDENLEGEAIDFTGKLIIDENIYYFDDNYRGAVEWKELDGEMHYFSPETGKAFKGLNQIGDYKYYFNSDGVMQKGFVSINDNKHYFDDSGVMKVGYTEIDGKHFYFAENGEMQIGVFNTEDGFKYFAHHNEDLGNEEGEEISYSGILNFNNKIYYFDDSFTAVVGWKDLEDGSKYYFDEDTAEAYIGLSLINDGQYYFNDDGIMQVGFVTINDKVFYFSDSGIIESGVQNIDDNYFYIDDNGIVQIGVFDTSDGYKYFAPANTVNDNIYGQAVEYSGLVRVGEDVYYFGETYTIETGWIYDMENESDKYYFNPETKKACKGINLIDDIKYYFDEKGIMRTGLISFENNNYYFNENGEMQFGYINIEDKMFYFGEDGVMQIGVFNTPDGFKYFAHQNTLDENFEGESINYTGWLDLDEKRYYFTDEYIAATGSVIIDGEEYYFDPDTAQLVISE
PriA SSB inh = K. pneumoniae PriA-SSBct interaction inhibition | actives 0.6% (n = 430,000) | inhibition, % at 33 µM | AlphaScreen SSBct-PriA binding, biotinylated peptide; in the data active = inhibition mostly above about 37%, no sharp cut-off; inactive = mostly below about 20%;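 also: plate controls were negative control peptide for no effect and reference peptide for full effect; strong numbers were not always called active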
The depositor's hits bear a star; i = inactive; ? = inconclusive; nt = no result given; & = joins results of further samples. Rule as the data show it, unless noted: active = inhibition above about 30%; inconclusive = no clear call, values can overlap the other calls; inactive = below that. These rows are one share of the data; the hit share may differ from the screen's.

nr	smiles	BoNT A protease	PrPC surface inh	PriA SSB inh	3CLpro inhibitor	TcdB GH inh	BH1578 lux ind	Anthrax LF inh2	PfHsp40 yeast	Yp Topo-I inh
1	CCOP(=O)(OCC)C1(C(=O)O)CCCC1	0.3	-14	-2	4	1.8	-0.5	8	0.0	11
2	CCOc1ccc(CN(C(=O)c2oc3ccccc3c2C)C2CCS(=O)(=O)C2)cc1 (stereo unspecified)	-0.9	-9	-1	2	nt	-3.7	-4	-0.7	37
3	CCn1cc(C(=O)N[C@H](C(=O)NCCCOC)C(C)C)c(=O)c2cc3c(cc21)OCO3	-1.7	-8	-2	3	0.6	-0.8	4	-0.6	3
4	CC(=O)Nc1ccc(NC(=O)c2ccccc2N(C)S(=O)(=O)c2ccccc2)cc1	1.5	-2	-4	8	1.7	i	8	-1.1	-6
5	CN(C)c1ccc(C=Cc2nccc3ccccc23)cc1	0.8	12	nt	nt	3.1	nt	1	nt	nt
6	COc1ccc(Nc2cc3n(c(=O)n2)CCc2cc(OC)c(OC)cc2-3)c(C)c1	-2.3	8	3	-3	-7.9	i	-15	0.1	8
7	CC1=C(C)CC(C(=O)NCc2c(F)cccc2Cl)C(C(=O)O)C1 (stereo unspecified)	1.4	nt	-10	3	nt	-18	-1	-0.9	-8
8	CCN1C(=O)[C@H]2[C@@H](c3ccc(C)cc3)N3C(=O)N(c4ccc(OC)cc4)C(=O)[C@@]3(Cc3ccc(Cl)cc3)[C@H]2C1=O	-0.6	-1	-16	5	-9.2&2.8	0.4	-2	-2.1	-7
9	CCCn1c(Nc2ccccc2C)nc2ccccc21	1.7	-6	-10	-5	nt	-0.6	-5	-0.8	6
10	COC(=O)N1CCCCC1c1cc(C(=O)Nc2ccc(OC)cc2C)no1 (stereo unspecified)	-0.3	-5	nt	nt	0.9	i	-1	nt	3
11	CC(C)Oc1cccnc1N(C)C1CCN(Cc2ccccc2)CC1	-0.6	-6	-8	nt	0.9	-0.4	-8	-0.8	5
12	CCc1ccc(NC(=O)C2CC(=O)Nc3ncnn32)cc1 (stereo unspecified)	0.1	-6	-17	-3	nt	-0.3	-2	-1.2	-2

Following part
nr	smiles	BoNT A protease	PrPC surface inh	PriA SSB inh	3CLpro inhibitor	TcdB GH inh	BH1578 lux ind	Anthrax LF inh2	PfHsp40 yeast	Yp Topo-I inh
13	CCC[C@@H](CN[C@@H](CNC)[C@H](C)CC)NCC1CCC(C(C)(C)C)CC1 (stereo partly specified)	-1.0	8	5	6	0.6	i	2	-1.3	1
14	CCc1ccc(OCCOCC(O)CNC(C)CC)cc1 (stereo unspecified)	0.2	1	-3	2	nt	0.0	-1	0.2	17
15	Cc1cc(-c2ccc(Cl)cc2)n2nc(C)cc2n1	2.9	1	-45	0	0.8	i	9	1.2	8
16	C/C(CC(=O)Nc1ccc(Cl)cc1)=N\NC(=O)C(=O)N1CCCCC1	-1.3	6	nt	3	-1.6	1.0	-1	-2.3	5
17	NC(c1ccccc1)c1csc(Nc2ccc(C(=O)NCCO)cc2)n1 (stereo unspecified)	0.5	-2	nt	nt	0.2	-0.7	-2	nt	-7
18	CCOC(=O)c1ccc(NCn2c(=O)oc3ccccc32)cc1	?	20	-17	-7	nt	-0.3	?	0.5	8
19	CCc1ccccc1NC(=O)c1cc(C)no1	-1.4	-3	-2	-6	0.7	i	11	0.3	-3
20	O=C(Cc1cccs1)N/N=C/C(Cl)=C/c1ccccc1	-0.3	0	nt	3	2.1	i	-2	0.0	6
21	CC(=O)c1ccc(-n2nncc2C)cc1	0.0	-2	-2	0	nt	i	1	1.6	-9
22	CCOC(=O)N(C)c1c(CC)nc2c(OCC(=O)C(C)(C)C)cccn12	-0.2	0	nt	nt	-0.6	0.3	4	nt	-6
23	COc1ccc(Cn2cc(CN3CC(N4CCCCC4)CS3(=O)=O)nn2)cc1 (stereo unspecified)	0.8	7	nt	nt	-5.6	nt	-12	nt	nt
24	Cc1ccc(C(=O)NCCN2CCC(n3c(=O)[nH]c4ccccc43)CC2)cc1	-0.7	-11	nt	nt	-0.3	nt	-5	nt	nt

The list continues:
nr	smiles	BoNT A protease	PrPC surface inh	PriA SSB inh	3CLpro inhibitor	TcdB GH inh	BH1578 lux ind	Anthrax LF inh2	PfHsp40 yeast	Yp Topo-I inh
25	CC1CCOC(c2coc3ccccc3c2=O)O1 (stereo unspecified)	1.8	-3	-14	-4	0.8	-0.3	1	-1.3	1
26	O=C(c1ccccc1Cc1ccccc1)N1CCN(S(=O)(=O)c2ccccc2[N+](=O)[O-])CC1	-2.4	-13	-1	nt	0.8	-1.4	-2	3.1	37
27	Cc1cccc(C)c1NC(=O)CNC(=O)C1CC(=O)N(Cc2ccccc2)C1 (stereo unspecified)	6.1	-1	-2	nt	-0.8	i	2	-0.1	-1
28	COC(=O)Cn1cnc2sc(C)c(S(=O)(=O)N3CCC(C)CC3)c2c1=O	0.0	-1	-17	1	nt	i	-1	0.0	3
29	COc1cc(S(=O)(=O)N2CCN(Cc3ccc4c(c3)OCO4)CC2)ccc1NC(C)=O	-0.6	5	nt	nt	-0.1	i	-7	nt	0
30	Cc1ccc(NC(=O)[C@@H]2O[C@H](CO)[C@@H](O)[C@H]2O)cc1C(F)(F)F	-0.1	7	nt	nt	2.2	0.6	-8	nt	2
31	Cc1cc(C(F)F)n2ncc(C(=O)N3CCC(C(N)=O)CC3)c2n1	-0.1	-7	-7	-2	nt	i	-2	0.0	18
32	CCOc1ccccc1N1CCN(Cc2cccc(OC)c2O)CC1	?	-10	-2	4	nt	i	-3	-0.3	2
33	Cc1noc(C)c1NC(=O)N(C)C[C@H]1OCc2cnnn2CCCC(=O)N([C@H](C)CO)C[C@@H]1C	-0.4	-2	nt	nt	0.2&-0.6&-1.4	-0.4	2	nt	-4
34	O=C(CN(C(=O)c1ccc(Cl)cc1)N1C(=O)C2C3C=CC(C3)C2C1=O)c1cccs1 (stereo unspecified)	1.0	3	0	1	nt	-0.1	-2	2.1	-1
35	CCCCN(C(=O)Cc1ccc2c(c1)OCCO2)c1c(N)n(CCC)c(=O)[nH]c1=O	2.2	2	-21	nt	-1.1	-0.6	-2	0.0	6
36	COCCn1cnnc1SCC(=O)Nc1cc(C)on1	-0.1	9	0	nt	-0.1	i	0	0.5	0

Single records (already shown):
CC(=O)Nc1ccc(NC(=O)c2ccccc2N(C)S(=O)(=O)c2ccccc2)cc1 as listed: BoNT A protease = 1.5; PrPC surface inh = -2; PriA SSB inh = -4; 3CLpro inhibitor = 8; TcdB GH inh = 1.7; BH1578 lux ind = i; Anthrax LF inh2 = 8; PfHsp40 yeast = -1.1; Yp Topo-I inh = -6
CC1CCOC(c2coc3ccccc3c2=O)O1 (stereo unspecified) as listed: BoNT A protease = 1.8; PrPC surface inh = -3; PriA SSB inh = -14; 3CLpro inhibitor = -4; TcdB GH inh = 0.8; BH1578 lux ind = -0.3; Anthrax LF inh2 = 1; PfHsp40 yeast = -1.3; Yp Topo-I inh = 1

(next part)
nr	smiles	BoNT A protease	PrPC surface inh	PriA SSB inh	3CLpro inhibitor	TcdB GH inh	BH1578 lux ind	Anthrax LF inh2	PfHsp40 yeast	Yp Topo-I inh
37	CCOc1cc(/C=N/NC(=O)Cc2ccc(C(F)(F)F)cc2[N+](=O)[O-])c(Br)cc1OC	0.5	3	nt	-4	nt	i	3	-0.3	-5
38	CCn1c(CNC(=O)c2ccccc2F)cc2ccccc21	-1.8	5	5	-4	0.2	-0.4	-7	-0.4	-11
39	Cc1nc(Cl)c(C(=O)NCCc2ccccc2)c(C)c1[N+](=O)[O-]	-2.0	-6	-14	2	1.3	-1.1	3	-2.0	8
40	COC(=O)CCC(=O)OC1(C)C(=O)C2=CN(C3CC3)C(c3ccc(OC)cc3)=CC2=C(Br)C1=O (stereo unspecified)	5.7	-13	10	nt	0.9	-0.4	-36	3.2	-9
41	CCn1nc(C)c(CNC(=O)C2CCC(=O)N(CCc3ccc(OC)cc3)C2)c1C (stereo unspecified)	1.4	-2	-8	1	0.7	0.5	0	-0.8	-2
42	Nc1nn(S(=O)(=O)c2cccc3nsnc23)cc1-c1ccc(Br)cc1	1.5	-11	42*	6	nt	1.3	2	-0.2	1
43	O=C(Nc1ccc(C2=NCCN2)cc1)c1ccc(C(=O)Nc2ccc(C3=NCCN3)cc2)c(Cl)c1	-1.4	1	11	-11	0.6	-10	-9	234*	1
44	Cc1cc(=O)oc(C)c1C(=O)OCC(=O)c1ccc2ccccc2c1	-0.1	4	-7	7	nt	1.2	0	0.6	-2
45	O=C(NC(Cc1ccccc1)C(=O)O)c1cccnc1Cl (stereo unspecified)	0.6	-5	-5	2	-1.1	0.4	8	-1.8	-12
46	O=C(NCc1ccccn1)c1nc(Cn2cc([N+](=O)[O-])cn2)no1	-6.9	-6	-16	0	0.5	-0.3	4	1.6	5
47	CC1(C2CC2)NC(=O)N(CC(=O)Nc2ccccc2-c2ccccc2)C1=O (stereo unspecified)	-0.7	0	-2	2	-0.7	i	-2	-0.9	12
48	O=C(NCC(=O)N1CCN(Cc2ccccc2)CC1)c1cc(Cl)cc([N+](=O)[O-])c1	-0.5	-41	5	nt	-0.3	i	-1	0.6	-3

Reprinted at random: four entries already listed, in no set order.
nr	smiles	BoNT A protease	PrPC surface inh	PriA SSB inh	3CLpro inhibitor	TcdB GH inh	BH1578 lux ind	Anthrax LF inh2	PfHsp40 yeast	Yp Topo-I inh
37	CCOc1cc(/C=N/NC(=O)Cc2ccc(C(F)(F)F)cc2[N+](=O)[O-])c(Br)cc1OC	0.5	3	nt	-4	nt	i	3	-0.3	-5
45	O=C(NC(Cc1ccccc1)C(=O)O)c1cccnc1Cl (stereo unspecified)	0.6	-5	-5	2	-1.1	0.4	8	-1.8	-12
46	O=C(NCc1ccccn1)c1nc(Cn2cc([N+](=O)[O-])cn2)no1	-6.9	-6	-16	0	0.5	-0.3	4	1.6	5
48	O=C(NCC(=O)N1CCN(Cc2ccccc2)CC1)c1cc(Cl)cc([N+](=O)[O-])c1	-0.5	-41	5	nt	-0.3	i	-1	0.6	-3

Later entries.
nr	smiles	BoNT A protease	PrPC surface inh	PriA SSB inh	3CLpro inhibitor	TcdB GH inh	BH1578 lux ind	Anthrax LF inh2	PfHsp40 yeast	Yp Topo-I inh
49	CC1Cc2ccccc2N1Cc1nc2cc(Cl)ccc2c(=O)[nH]1 (stereo unspecified)	0.2	2	11	-3	nt	-6.2	-3	0.0	2
50	Cc1noc(C)c1C(=O)N1CCC2(CC1)OCCO2	-2.3	-4	-21	-5	1.1	-0.2	-1	0.9	-1
51	Cc1cc(C)cc(CSc2ccc(S(=O)(=O)N3CCCC3)cn2)c1	-1.1	4	-43	nt	-0.4	i	0	5.9	47
52	O=c1[nH]c(C(Cl)(Cl)Cl)nc2ccc3ccccc3c12	-0.3	6	-6	-3	-0.9	1.2	0	0.6	5
53	COc1ccc(C(=O)C[n+]2cccc3cc(C)ccc32)cc1	-7.4	-29	-18	-4	2.1	i	4	0.2	7
54	Cc1cc(Nc2n[nH]c(N)c2C#N)ccc1F	-0.6	3	1	-5	2.5	i	4	-0.6	-5
55	O=C1CCCc2c1cc(C(=O)O)c(=O)n2-c1ccccc1	-0.6	9	-22	4	0.6	i	4	11	3
56	O=C1C2CCCN2C(c2cccnc2)N1c1ccc(Cl)cc1 (stereo unspecified)	0.4	14	-8	-1	nt	1.5	0	0.2	-3
57	CCOc1ccc(S(=O)(=O)Nc2ccccc2C(=O)NCc2ccco2)cc1	0.0	-4	6	1	nt	nt	2	-0.7	-10
58	Cc1cc(-c2nn(-c3ccccc3F)cc2CN2CCN(c3ccccn3)CC2)c(C)s1	-1.1	5	2	0	1.3	-0.2	-5	-0.7	1
59	COc1ccc(C(=O)NCc2ccc(C(=O)NCC(OC)OC)cc2)cc1OC	0.0	1	4	1	0.6	-2.4	-1	-1.8	-7
60	Cc1ccc(S(=O)(=O)NCC(=O)OCCOc2cccc(Cl)c2)cc1	-0.8	5	-9	nt	3.5	8.1	5	2.2	6
61	COc1ccc(CNC(=O)CN(c2ccc(C)cc2)S(=O)(=O)c2c(C)noc2C)cc1	0.1	8	-5	-1	2.2	i	-1	-1.2	-4
62	O=C(COC(=O)C1=COCCO1)NCCCc1ccccc1	-0.2	-2	-19	-3	nt	0.5	-4	0.1	1
63	Cc1cccc(C)c1NC(=O)CN(C)C(=O)c1cccc(-n2cccc2)c1	2.2	5	-13	nt	0.5	i	1	-0.5	-14
